PglD inh: blocks C. jejuni PglD acetyltransferase activity; purified PglD enzyme, DTNB colorimetric CoA detection; inhibition, % at 12.5 µM; 0.098% of 360,000 active; in the data active = inhibition above about 16%, passing the limit was not always enough; also: strong numbers were not always called active
Cneo AK release: Cryptococcus neoformans lysis via adenylate kinase release | C. neoformans lysis, adenylate kinase release luminescence, 4 h; normalised: neutral wells 0, clomiphene wells 100 | lysis activity, % at 15 µM | AID 651654 | 0.2% of 360,000 active;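 active = mean lysis activity across replicates of at least 80%, whatever share of replicates individually reach that level; inactive = mean lysis activity below 80%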
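Test system: log-phase Cryptococcus neoformans yeast cells; Quantity: yeast cell density of 5 × 10^6 cells/mL; Buffer or medium: YPD; Doses: single compound concentration per well; Timing: 4 h at 37 °C static, read 1 h later; Measured by: AK luminescence; Read-out basis: lysis from increased AK signal; Control set: Clomiphene as positive control.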
INS-1E GSIS act: primary screen for activators of insulin secretion dependent on glucose, INS-1E cells, GLuc reporter luminescence | INS-1E GLuc reporter insulin secretion, 2-3 h | activation, % at 16.6 µM | 0.61% of 370,000 active | AID 743287;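 active = lowest replicate activation of at least 40%, so every replicate reaches that level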;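 also: 0% = median of neutral control wells and 100% = median of IBMX positive control wells; some compounds called inactive have numbers as strong as hits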
PGC1a acetyl inh: lowers PGC1a acetylation signal in U2OS cells. AlphaScreen anti-acetyl-lysine; with virally co-expressed GCN5 acetyltransferase. inhibition, % at 15.6 µM. 0.17% of 350,000 active;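 active = every replicate shows inhibition of at least 40%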;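 also: 0% = neutral control wells and 100% = positive control wells; some results beyond the cut were filed as inactive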
ARNT TACC3 PPI: ARNT/TACC3 interaction disruption; Q9Y6A5; AlphaScreen His-ARNT PAS-B/GST-TACC3 binding, luminescence; TACC3 fragment carries E629A point mutation; inhibition, % at 9.99 µM; 0.66% of 390,000 active;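 active = mean inhibition of replicates at least 50% and at least half of replicates each reaching 50%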;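 also: 0% = complete ARNT plus TACC3 wells and 100% = ARNT alone without TACC3; many hits fall short of the cut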
Statin myotox sup: protects C2C12 myotubes from simvastatin toxicity | ATP luminescence, 48 h; scaled: DMSO 0, geranylgeraniol control 100 | rescue of ATP level, % at 7.49 µM | 0.78% of 330,000 active | AID 602340;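 active = mean ATP rescue above about 67%, or every replicate alone reaching that limit, limit read from the data, passing the limit was not always enough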;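 also: myotubes were challenged with 10 µM simvastatin during compound exposure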
PAX8 inh HTS: PAX8 transcriptional activity inhibition; RMG-I TPO-luciferase reporter, SteadyGlo, 24 h; inhibition, % at 12.6 µM; 1.2% of 360,000 active;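 active = mean replicate inhibition at least 60% with every replicate also reaching 60%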;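 also: luciferase light reporting Pax8 driven TPO promoter activity; plate controls were median of neutral control wells for no effect and mitoxantrone controls for full effect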
LGR2 antag: Drosophila LGR2 receptor signaling inhibition; HEK293 LGR2, CRE-luciferase, bursicon-stimulated, 4 h; inhibition, % at 9.99 µM; 0.35% of 380,000 active; AID 720647;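 active = drop in luminescence signal, shown as inhibition above about 50% in the replicate tests, limit read from the data, passing the limit was not always enough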;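 also: agonist challenge used bursicon conditioned medium at about half maximal strength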
* hit, by the source's call.

How did O=C(C[C@@H]1C=C[C@@H](NC(=O)C2CC2)[C@@H](CO)O1)NCCc1cscn1 do in these assays?
INS-1E GSIS act: -2.9; PGC1a acetyl inh: 16.1; PAX8 inh HTS: 5.6; LGR2 antag: 6.8

What do the screens show for `CCCNC(=O)C(=O)N/N=C/c1ccc(OCc2ccccc2)cc1`?
INS-1E GSIS act: 14.5; PGC1a acetyl inh: 7.5; ARNT TACC3 PPI: -5.1; Statin myotox sup: -3.4; PAX8 inh HTS: -17.1; LGR2 antag: 4.6

What do the screens show for `O=C(Oc1ccccc1)c1ccccc1C(=O)Oc1ccccc1`?
PglD inh: 1.5; Cneo AK release: -10.8; INS-1E GSIS act: 1.3; PGC1a acetyl inh: -9.4; ARNT TACC3 PPI: -4.7; Statin myotox sup: 5.9; LGR2 antag: 1.4

How did CCN(C(=O)c1ccccc1F)c1nc(-c2ccc(OC)cc2)cs1 do in these assays?
PglD inh: 1.8; Cneo AK release: -0.3; INS-1E GSIS act: 7.5; ARNT TACC3 PPI: -4.2; Statin myotox sup: 6.1; PAX8 inh HTS: -92.4; LGR2 antag: -30.9

How did Cc1cc(N2CCOCC2)c2c(N)c(C)cc(C)c2n1 do in these assays?
PglD inh: -4.6; Cneo AK release: 0.1; INS-1E GSIS act: 11.9; PGC1a acetyl inh: 8.4

How did CN(C)CC(=O)N[C@H]1CC[C@@H](CC(=O)O)O[C@@H]1CO do in these assays?
INS-1E GSIS act: 0.9; PGC1a acetyl inh: -3.1; PAX8 inh HTS: -33.3; LGR2 antag: -7.5

How did CCCNC(=O)Nc1ccc2c(c1)C(=O)N(C)C[C@@H](OC)[C@@H](C)CN(Cc1ccc(-c3ccccn3)cc1)[C@H](C)CO2 do in these assays?
PglD inh: 2.8; Cneo AK release: -4.3; INS-1E GSIS act: -26.8; PGC1a acetyl inh: -6.9; ARNT TACC3 PPI: 0.0; Statin myotox sup: 7.9; LGR2 antag: -0.2

What do the screens show for `O=C(NCc1ccco1)c1cccc(-c2cncc3nccn23)c1`?
PglD inh: 0.9; Cneo AK release: 5.8; INS-1E GSIS act: 12.7; Statin myotox sup: -1.5; PAX8 inh HTS: 20.5; LGR2 antag: -7.1

What do the screens show for `O=S(=O)(c1ccc(-c2csc(-c3cccnc3)n2)cc1)N1CCOCC1`?
INS-1E GSIS act: -20.2; PGC1a acetyl inh: -11.7; ARNT TACC3 PPI: 6.9; Statin myotox sup: -25.1; PAX8 inh HTS: -14.4; LGR2 antag: -12.5

How did C=CCOC(=O)C1=C(C)NC(SCC(N)=O)=C(C#N)C1c1cccs1 (configuration not stated) do in these assays?
PglD inh: -0.6; Cneo AK release: 0.9; INS-1E GSIS act: 19.5; PGC1a acetyl inh: 21.0; ARNT TACC3 PPI: 3.5; PAX8 inh HTS: 18.1; LGR2 antag: 14.6

What do the screens show for `CCCCCn1c(=O)[nH]c2cc(C(=O)NCc3ccc4c(c3)OCO4)ccc2c1=O`?
PglD inh: -3.0; Cneo AK release: 1.8; PGC1a acetyl inh: -0.8; ARNT TACC3 PPI: 8.4; PAX8 inh HTS: -9.4

Results for N#Cc1cccc(-c2ccc([C@@H]3[C@H]4CN(Cc5ccccc5F)CCCCN4[C@H]3CO)cc2)c1 ?
PglD inh: 0.7; Cneo AK release: 4.3; INS-1E GSIS act: -9.1; PGC1a acetyl inh: -1.9; ARNT TACC3 PPI: 3.1; Statin myotox sup: -42.3; PAX8 inh HTS: -18.1; LGR2 antag: -0.9

How did O=C(c1cc2c(=O)n3ccccc3nc2s1)N1CCN(Cc2ccccc2)CC1 do in these assays?
PglD inh: 0.0; Cneo AK release: 4.3; INS-1E GSIS act: -6.3; Statin myotox sup: 8.0; PAX8 inh HTS: -7.8; LGR2 antag: -5.4

How did O=C(Nc1ccccc1Br)C1CCCN1S(=O)(=O)c1cccc2nsnc12 (configuration not stated) do in these assays?
INS-1E GSIS act: 7.7; ARNT TACC3 PPI: -4.5; PAX8 inh HTS: -9.2; LGR2 antag: -12.3

How did CN(C)C(=O)N1CCN(C(=O)c2ccccc2Sc2ccccc2C#N)CC1 do in these assays?
PglD inh: -0.8; Cneo AK release: 4.8; INS-1E GSIS act: 7.3; PGC1a acetyl inh: -3.0; ARNT TACC3 PPI: -2.4; Statin myotox sup: 2.3; LGR2 antag: 12.3

Results for C=CCn1c(SCC(=O)Nc2nc(C)cs2)nnc1C(C)NC(=O)c1ccccc1Cl (configuration not stated) ?
Cneo AK release: -1.9; PGC1a acetyl inh: 2.1; ARNT TACC3 PPI: 1.0; Statin myotox sup: 5.3; PAX8 inh HTS: 20.1

Results for O=C(C[C@@H]1C/C=C\C[C@H](Cc2ccc(F)cc2)C(=O)OC[C@@H](c2ccccc2)NC1=O)NCCO ?
PglD inh: -4.9; Cneo AK release: -2.3; INS-1E GSIS act: -10.2; ARNT TACC3 PPI: 4.7; Statin myotox sup: 7.0; PAX8 inh HTS: -3.5; LGR2 antag: 11.3

Results for COc1ccccc1C(=O)Nc1nnc(S(=O)(=O)N(C)Cc2ccccc2)s1 ?
PglD inh: 0.6; Cneo AK release: 3.1; INS-1E GSIS act: 5.6; PGC1a acetyl inh: 0.0; ARNT TACC3 PPI: -2.4; Statin myotox sup: -0.1; PAX8 inh HTS: 2.5; LGR2 antag: -1.0

Results for CCNC(=O)C[C@@H]1CC[C@@H]2[C@@H](COc3ccc(NC(=O)C4CCOCC4)cc3C(=O)N2C)O1 ?
PglD inh: -3.5; Cneo AK release: 40.9; INS-1E GSIS act: -7.3; PGC1a acetyl inh: -2.4; ARNT TACC3 PPI: 5.3; Statin myotox sup: 4.3; PAX8 inh HTS: -4.2; LGR2 antag: -9.9

What do the screens show for `CN(C)C=NC(=O)/C(C#N)=C1\CCc2ccccc2N1`?
PglD inh: -1.8; Cneo AK release: -1.8; PGC1a acetyl inh: -17.0; ARNT TACC3 PPI: -1.4

Results for CCOc1ccccc1N1CCN(C(=O)c2ccc3nc(N)sc3c2)CC1 ?
PglD inh: 1.4; Cneo AK release: 0.1; INS-1E GSIS act: 21.5; Statin myotox sup: 5.5; PAX8 inh HTS: 20.0; LGR2 antag: 11.8

What do the screens show for `CCCCOc1ccccc1NC(=O)C=C(C)C`?
PglD inh: -3.7; Cneo AK release: -0.4; INS-1E GSIS act: 10.1; PGC1a acetyl inh: -11.7; ARNT TACC3 PPI: 2.6; Statin myotox sup: -28.5; LGR2 antag: -15.8

How did CC(C)(C)[C@H]1COC(=O)CC/C=C\C[C@@H](CC(=O)N[C@H](CO)Cc2ccccc2)C(=O)N1 do in these assays?
PglD inh: 1.3; Cneo AK release: 7.3; INS-1E GSIS act: -5.6; PGC1a acetyl inh: -4.2; ARNT TACC3 PPI: 10.8; Statin myotox sup: -1.8; PAX8 inh HTS: 0.4; LGR2 antag: 7.5

Results for CCOC(=O)N1CCN(C(=O)CSc2ncnc3ccccc23)CC1 ?
PglD inh: 1.0; Cneo AK release: 0.7; PGC1a acetyl inh: -1.2; ARNT TACC3 PPI: -3.9; Statin myotox sup: 3.2; PAX8 inh HTS: 21.9; LGR2 antag: 9.2

How did C[C@H](O)C#Cc1cnc2c(c1)C(=O)N([C@H](C)CO)C[C@@H](C)[C@H](CN(C)CC1CCCC1)O2 do in these assays?
PglD inh: 3.7; Cneo AK release: 11.6; INS-1E GSIS act: -2.2; PGC1a acetyl inh: -2.4; ARNT TACC3 PPI: -5.7; Statin myotox sup: 22.3; PAX8 inh HTS: -14.3; LGR2 antag: 0.9

Results for CC(C)CC#Cc1cnc2c(c1)C(=O)N([C@H](C)CO)C[C@H](C)[C@H](CN(C)C(=O)c1ccccc1)O2 ?
PglD inh: 5.7; Cneo AK release: 0.0; INS-1E GSIS act: -12.4; PGC1a acetyl inh: 2.3; ARNT TACC3 PPI: -3.7; Statin myotox sup: -13.0; LGR2 antag: -4.9

How did O=C(Nc1cccs1)NC1CCCC1 do in these assays?
PglD inh: 5.0; Cneo AK release: -2.1; PGC1a acetyl inh: 1.5; ARNT TACC3 PPI: -1.9; Statin myotox sup: 109.0*

Results for Fc1ccc(CN2CCN(c3ncccn3)CC2)cc1 ?
PglD inh: -2.4; Cneo AK release: 0.8; PGC1a acetyl inh: -1.5; ARNT TACC3 PPI: 4.3; Statin myotox sup: -1.2

What do the screens show for `CO[C@@H]1CN(C)C(=O)c2ccc(NC(=O)CC(F)(F)F)cc2OC[C@H](C)N(C(=O)C2CC2)C[C@@H]1C`?
INS-1E GSIS act: 9.1; PGC1a acetyl inh: 11.7; PAX8 inh HTS: -29.6; LGR2 antag: -9.1

What do the screens show for `COc1ccc(NC(=O)c2nn(C34CC5CC(CC(C5)C3)C4)cc2[N+](=O)[O-])cc1`?
INS-1E GSIS act: -3.4; ARNT TACC3 PPI: -12.7; PAX8 inh HTS: 128.3*; LGR2 antag: 3.5

Results for COc1ccc(/C=N/NC(=O)c2ccncc2)c(C(=O)O)c1OC ?
INS-1E GSIS act: 17.8; PGC1a acetyl inh: 8.2; ARNT TACC3 PPI: 1.6; PAX8 inh HTS: -13.4; LGR2 antag: -5.0

What do the screens show for `O=C(O)C1CCCN1C(=O)c1cncc(Br)c1` (configuration not stated)?
PglD inh: 7.4; Cneo AK release: -0.6; INS-1E GSIS act: 1.9; PGC1a acetyl inh: 37.4; ARNT TACC3 PPI: -6.8; Statin myotox sup: 0.1; LGR2 antag: -10.3

What do the screens show for `O=C(CN1CCN(c2ccc(C(F)(F)F)cn2)CC1)NCc1ccc2c(c1)OCO2`?
INS-1E GSIS act: -37.1; PGC1a acetyl inh: -3.1; ARNT TACC3 PPI: -7.5; Statin myotox sup: 8.1; PAX8 inh HTS: 22.2; LGR2 antag: 10.0

Results for CC(C)C(=O)Nc1ccc2c(c1)C(=O)N(C)[C@H]1CC[C@@H](CC(=O)NC3CCCC3)O[C@H]1CO2 ?
PglD inh: 0.7; Cneo AK release: 0.6; INS-1E GSIS act: 13.4; PGC1a acetyl inh: -3.9; ARNT TACC3 PPI: 6.5; Statin myotox sup: 13.9; PAX8 inh HTS: -7.9; LGR2 antag: 8.2

Results for COC(=O)c1cn[nH]c1NC(=S)Nc1ccccc1C ?
PglD inh: -4.2; Cneo AK release: -3.3; INS-1E GSIS act: 3.0; PGC1a acetyl inh: 11.2; ARNT TACC3 PPI: 14.1; Statin myotox sup: -7.3

What do the screens show for `CCCN1C[C@@H](C)[C@@H](OC)CN(C)C(=O)c2ccc(NC(=O)c3ccc(F)cc3)cc2OC[C@@H]1C`?
PglD inh: 5.8; Cneo AK release: 0.6; INS-1E GSIS act: 7.5; PGC1a acetyl inh: -7.5; ARNT TACC3 PPI: 5.1; Statin myotox sup: -13.7; PAX8 inh HTS: -1.3; LGR2 antag: -2.9

What do the screens show for `COc1cccc(CN2CC(C(=O)NCc3cccc(Cl)c3)CCC2=O)c1` (configuration not stated)?
PglD inh: -1.7; Cneo AK release: -0.1; INS-1E GSIS act: 0.8; PGC1a acetyl inh: -5.9; ARNT TACC3 PPI: -2.1; Statin myotox sup: -13.4; PAX8 inh HTS: 9.5; LGR2 antag: 5.5

A stretch from the list above:
How did O=C(C[C@@H]1C=C[C@@H](NC(=O)C2CC2)[C@@H](CO)O1)NCCc1cscn1 do in these assays?
INS-1E GSIS act: -2.9; PGC1a acetyl inh: 16.1; PAX8 inh HTS: 5.6; LGR2 antag: 6.8

What do the screens show for `CCCNC(=O)C(=O)N/N=C/c1ccc(OCc2ccccc2)cc1`?
INS-1E GSIS act: 14.5; PGC1a acetyl inh: 7.5; ARNT TACC3 PPI: -5.1; Statin myotox sup: -3.4; PAX8 inh HTS: -17.1; LGR2 antag: 4.6

Screens: PubChem BioAssay, Broad Institute

Not a hit list; 2.9% or so of the library scored in one or more.
